High-throughput results as filed in PubChem.
TPT1 inhibitor – Candida albicans TPT1 enzyme inhibitors, primary screen, biochemical, fluorescence polarization; 0.81% of 300,000 active; inhibition, % at 5 µM; recombinant caTPT1, FP RNA substrate dephosphorylation; tRNA 2'-phosphotransferase TPT1 (Candida albicans SC5314); AID 1962, 2009;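 active = inhibition above the mean of all tested compounds plus 3 SD, set per screening campaign, cut at about 24% in these data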;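 also: plate controls were DMSO alone for no effect and ferristatin control at 100 nM for full effect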
proCasp3 act – activators of human procaspase-3 D3A mutant, primary screen, biochemical, absorbance, PC-3 D3A mutant, single concentration; AID 463141, 2010; Caspase-3 (Homo sapiens), P42574; recombinant procaspase-3 D3A, Ac-DEVD-pNA absorbance 405 nm; activation, % at 8.5 µM; 0.11% of 330,000 active;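 active = activation above the mean of all tested compounds plus 3 SD, cut at about 21% in these data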;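 also: 0% = DMSO alone and 100% = DMSO wells spiked with extra 5 µM PC-3 D3A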
Target sequence (P42574 whole entry D9A/D28A/D175A): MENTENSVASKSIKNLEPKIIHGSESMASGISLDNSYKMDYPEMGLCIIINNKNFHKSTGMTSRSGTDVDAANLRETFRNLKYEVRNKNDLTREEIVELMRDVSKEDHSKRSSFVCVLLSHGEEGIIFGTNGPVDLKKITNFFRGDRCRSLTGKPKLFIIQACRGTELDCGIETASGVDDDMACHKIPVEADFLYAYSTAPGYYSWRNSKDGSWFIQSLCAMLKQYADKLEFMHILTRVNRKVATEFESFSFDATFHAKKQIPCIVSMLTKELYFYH
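Evaluation: percent activation relative to control range; Material: Procaspase-3 D3A mutant, all three cleavage aspartates alanine; Compound: single dose, 8.5 µM nominal compound, 0.8% DMSO; Replication: one well per compound; Signal: absorbance at 405 nm, 0 and 120 min; Schedule: 1 h preincubation plus 2 h reaction at 25 °C.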
procasp7 counter – procaspase-7 activators, primary screen, counter-screen for procaspase-3 activator project, biochemical, absorbance, HTS, human | Caspase-7 (Homo sapiens), P55210 | recombinant procaspase-7, Ac-DEVD-pNA absorbance 405 nm; D23A/D198A/D206A triple mutant, cannot self-cleave; scale: DMSO 0, 5 µM enzyme 100 | activation, % at 8.5 µM | 0.093% of 330,000 active;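 active = percent activation above the screen-wide mean plus 3 SD, cut at about 25% in these data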
Target sequence (P55210 whole entry D23A/D198A/D206A): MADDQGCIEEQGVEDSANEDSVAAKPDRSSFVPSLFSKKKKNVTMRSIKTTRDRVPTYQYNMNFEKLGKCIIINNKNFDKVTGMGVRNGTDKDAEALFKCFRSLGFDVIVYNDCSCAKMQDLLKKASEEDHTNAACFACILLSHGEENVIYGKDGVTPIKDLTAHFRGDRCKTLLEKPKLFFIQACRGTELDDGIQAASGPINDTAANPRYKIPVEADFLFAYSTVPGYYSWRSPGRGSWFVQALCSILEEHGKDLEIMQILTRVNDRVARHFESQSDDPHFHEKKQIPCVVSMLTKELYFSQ
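Assay system: Uncleavable procaspase-7 mutant enzyme / Input: 2 µM procaspase-7 mutant as dispensed / Dosing: single nominal 8.5 µM compound dose, 0.8% DMSO final / Timing: 1 h enzyme–compound preincubation and 2 h substrate reaction, both 25 °C / Detection: p-Nitroaniline absorbance at 405 nm, read at 0 and 120 min / Replication: singlicate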
CTSL1 counter – Fasciola hepatica cathepsin L1 inhibitors, primary screen, counter-screen for PFM18AAP inhibitor project, biochemical, QFRET, fluorogenic peptide substrate; recombinant F. hepatica cathepsin L1, Z-Leu-Arg-MCA fluorescence; inhibition, % at 5.96 µM; 0.49% of 300,000 active;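 active = inhibition above the mean of all tested compounds plus 3 SD, set per screening campaign, cut at about 17% in these data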;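 also: 0% = plate median of test compound wells and 100% = 1 µM Z-Phe-Ala-diazomethylketone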
AHR act – AHR activators, primary screen, cell-based, luminescence, luciferase reporter, human. AHR-responsive luciferase reporter cells. activation, % at 5 µM. 2.5% of 320,000 active. AID 2796, 2010; in the data active = activation above about 47%;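 also: 0% = vehicle wells and 100% = reference agonist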
HCV core dimer – inhibitors of HCV core protein dimerization, primary screen, biochemical, TR-FRET, high-throughput; TR-FRET GST/Flag-core106 dimerization, 1536-well; inhibition, % at 5 µM; AID 1899, 2009; 0.33% of 300,000 active;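 active = inhibition above the mean of all tested compounds plus 3 SD, set per screening campaign, cut at about 45% in these data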
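Assay system: GST-tagged and Flag-tagged HCV core protein residues 1-106 / Times: compound-protein-antibody incubation 4 h at 22.5 °C / Signal: time-resolved FRET, ex 340 nm, em 617 and 671 nm / Evaluation: % inhibition based on acceptor/donor emission ratio / Benchmarks: wells lacking GST-core106 and wells with excess unlabelled core106 / Repeats: singlicate, one well per compound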
PP1 counter – PP1-alpha phosphatase inhibitors, primary screen, counter-screen for PP5 inhibitor project, biochemical, fluorescence, OMFP substrate, single point; Serine/threonine-protein phosphatase PP1-alpha catalytic subunit (Homo sapiens), P62136; purified PP1alpha; inhibition, % at 6.7 µM; 0.9% of 320,000 active; AID 2235, 2010;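 active = inhibition above the mean inhibition of all tested compounds plus 3 SD, computed separately for each screening campaign, cut at about 15% in these data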
Target sequence (P62136 whole entry, looked up): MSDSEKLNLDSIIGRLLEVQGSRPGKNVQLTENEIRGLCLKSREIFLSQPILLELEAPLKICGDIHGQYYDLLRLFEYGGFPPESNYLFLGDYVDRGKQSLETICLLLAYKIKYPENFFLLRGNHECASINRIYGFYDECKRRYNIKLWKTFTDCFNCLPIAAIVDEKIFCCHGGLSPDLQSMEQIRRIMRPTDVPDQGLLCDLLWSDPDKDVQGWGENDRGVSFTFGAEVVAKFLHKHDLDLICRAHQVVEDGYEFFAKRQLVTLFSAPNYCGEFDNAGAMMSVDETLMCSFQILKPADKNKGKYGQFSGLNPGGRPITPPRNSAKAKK
PP5 primary – PP5 phosphatase inhibitors, primary screen, biochemical, fluorescence; Serine/threonine-protein phosphatase 5 (Homo sapiens), P53041; inhibition, % at 6.7 µM; 0.18% of 320,000 active; purified PP5c, OMFP substrate fluorescence;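 active = inhibition above the campaign's mean inhibition across all tested compounds plus 3 SD, cut at about 9.5% in these data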;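 also: 0% = DMSO only and 100% = 100 µM cantharidin control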
PAFAH2 FP inh – PAFAH2 enzyme inhibitors, primary screen, biochemical, fluorescence polarization, human | 0.99% of 340,000 active | inhibition, % at 3.39 µM | recombinant PAFAH2, FP-rhodamine activity probe | Platelet-activating factor acetylhydrolase 2, cytoplasmic (Homo sapiens), Q99487;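 active = inhibition above the mean over all tested compounds plus 3 SD, cut at about 30% in these data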;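 also: inhibitors block probe labeling of enzyme so polarization drops; 0% = enzyme with DMSO and 100% = wells lacking PAFAH2 protein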
* marks the source's active call; other numbers are inactive results; x = no result given.

SMILES	TPT1 inhibitor	proCasp3 act	procasp7 counter	CTSL1 counter	AHR act	HCV core dimer	PP1 counter	PP5 primary	PAFAH2 FP inh
CCOC(=O)c1ccc(NC(=O)NCc2c(C)nn(CC)c2C)cc1	2	-4	-1	2	2	3	1	0.8	1
CC(C)(C)c1ccc2c(c1)N(CC(=O)N1CCCC1)C(=O)CO2	3	8	6	-7	1	-2	-3	4.8	1
CCc1nnc(NC(=O)CSc2ncc(-c3ccccc3)n2C)s1	-3	5	0	-1	6	3	2	2.9	-3
O=C(CCNC(=O)c1ccc(Br)cc1)NCC(c1ccco1)N1CCCCC1 (configuration not stated)	x	1	5	x	-1	x	0	2.0	0
Cc1cccc(C(=O)OCC(=O)Nc2ccc3c(c2)OCCO3)c1O	x	-1	-3	x	1	x	-3	1.9	4
Cc1cc(C)c(NC(=O)COC(=O)/C=C/c2cccc(C(F)(F)F)c2)c(C)c1	-2	3	10	-1	1	0	2	0.2	15
COc1ccc(CC(=O)Nc2ccc(N3CCOCC3)cc2)cc1OC	0	-2	6	-1	-1	1	-2	0.8	-4
N#C/C(=N\Nc1ccc(Br)cc1)C(=N)N1CCOCC1	-4	-3	-12	0	56*	-1	1	0.1	1
CCOC(=O)C1CCN(S(=O)(=O)Cc2ccccc2)CC1	3	-14	-7	-1	0	1	-2	0.6	14
Cc1ccccc1N1CCN(C2CCCN(C(=O)CCc3c(C)noc3C)C2)CC1 (configuration not stated)	1	4	-9	0	2	-21	-10	4.6	-3
COC(=O)c1cn(NC(=O)/C=C/c2cc(OC)ccc2OC)c(=O)c2ccccc12	2	-21	-122	4	4	21	-3	-0.6	-12
O=C(O)CCCCCCNS(=O)(=O)c1ccccc1	1	7	1	-2	-2	0	0	3.1	4
COc1ccc(OCc2cc(C(=O)N(C)Cc3nnc(C)o3)no2)c(Cl)c1	-1	4	14	0	0	-4	-3	2.2	-6
COc1ccc(C=O)cc1OC(=O)C1(C)Cc2ccccc2C(=O)O1 (configuration not stated)	2	1	5	5	4	3	3	2.2	3
Cc1cccc[n+]1CC(=O)c1ccc(NC(=O)c2ccccc2)cc1	1	16	6	-3	0	-8	-3	0.5	-3
CNC(=S)NNC(=O)c1ccccc1Br	1	2	2	1	1	-11	-3	0.5	-1
O=C(c1ccc2c(c1)N(Cc1ccccc1)C(=O)c1ccccc1S2)N1CCCC1	0	7	1	-2	1	1	4	3.1	2
CCCCN(CC)S(=O)(=O)c1ccccc1	-2	-3	5	-6	-2	0	3	1.4	-2
O=C(Nc1ccc(C(F)(F)F)cc1)c1ccccc1Br	-3	-4	2	4	28	-2	-4	5.4	1
COc1ccc(C(=O)COC(=O)CN2C(=O)C3C4C=CC(C4)C3C2=O)cc1 (configuration not stated)	-2	7	-7	-2	6	4	-2	1.6	0
COc1cc2nc(CN3CCC(C(O)(c4ccccc4)c4ccccc4)CC3)[nH]c(=O)c2cc1OC	0	4	0	1	2	1	-2	1.6	0
CSc1c(C#N)c(N)nc2sc(C(=O)c3ccc(Cl)c(Cl)c3)c(N)c12	9	3	7	-4	11	-3	-3	2.1	x
CC(NC(=O)c1cc2c(s1)CS(=O)(=O)C2)c1ccccc1 (configuration not stated)	1	6	-6	1	0	8	1	0.1	7
O=C(Cn1ncc2c1-c1ccccc1OC2)Nc1nc2ccccc2s1	0	8	8	3	5	3	0	2.7	1

Molecules shown so far that contain an aryl thioether with sulfur outside any ring (two):
SMILES	TPT1 inhibitor	proCasp3 act	procasp7 counter	CTSL1 counter	AHR act	HCV core dimer	PP1 counter	PP5 primary	PAFAH2 FP inh
CCc1nnc(NC(=O)CSc2ncc(-c3ccccc3)n2C)s1	-3	5	0	-1	6	3	2	2.9	-3
CSc1c(C#N)c(N)nc2sc(C(=O)c3ccc(Cl)c(Cl)c3)c(N)c12	9	3	7	-4	11	-3	-3	2.1	x

Complete entries as entered above.
O=C(c1ccc2c(c1)N(Cc1ccccc1)C(=O)c1ccccc1S2)N1CCCC1 is listed with TPT1 inhibitor: 0; proCasp3 act: 7; procasp7 counter: 1; CTSL1 counter: -2; AHR act: 1; HCV core dimer: 1; PP1 counter: 4; PP5 primary: 3.1; PAFAH2 FP inh: 2
CNC(=S)NNC(=O)c1ccccc1Br is listed with TPT1 inhibitor: 1; proCasp3 act: 2; procasp7 counter: 2; CTSL1 counter: 1; AHR act: 1; HCV core dimer: -11; PP1 counter: -3; PP5 primary: 0.5; PAFAH2 FP inh: -1

The results go on:
SMILES	TPT1 inhibitor	proCasp3 act	procasp7 counter	CTSL1 counter	AHR act	HCV core dimer	PP1 counter	PP5 primary	PAFAH2 FP inh
CCCCOC(C)n1cc(F)c(=O)[nH]c1=O (configuration not stated)	1	2	12	-2	0	-1	-6	-2.8	5
O=c1[nH]c2ccccc2cc1-c1nnn(-c2ccccc2)n1	-1	-5	-7	2	22	-6	-1	1.9	2
O=C(NC1CC1)c1cc2c(s1)-c1ccccc1OC2	-3	4	5	1	-4	0	1	1.9	-3
Cc1oc(-c2cccc(Cl)c2)nc1CN1CCC(C(=O)N2CCN(c3ccccn3)CC2)CC1	3	5	9	-1	-3	-4	-2	-1.1	0
Fc1ccccc1-c1nc(N2CCCCC2)c2ccccc2n1	0	-6	-6	-3	43	-10	-10	0.0	-9
O=C(NNS(=O)(=O)c1cccc(Cl)c1Cl)c1cccc(S(=O)(=O)N2CCOCC2)c1	-6	-3	4	0	1	-8	-1	0.2	3
O=C(Cc1ccccc1)NCCc1cnc[nH]1	-3	2	12	-1	1	3	-2	1.1	13
CCOC(=O)C1CCN(C(=O)c2ccc(OC)cc2OC)CC1	-3	-1	-1	-3	0	-3	-3	-0.3	-6
CCN(CC)C(=O)Cc1cn(C)c2ccccc12	-2	0	13	-4	4	-7	-1	4.3	0
CN(C)c1ccc(O)c2c1CC1CC3[C@@H](N(C)C)C(=O)C(C(N)=O)C(=O)[C@]3(O)C(=O)C1C2=O (some centres not stated)	x	13	10	x	10	x	x	x	3
Cn1cc(Cl)c(C(=O)N/N=C/c2ccc3c4c(cccc24)CC3)n1	-2	-2	2	5	29	-5	4	0.2	-14
Cc1ccccc1OCCCCCn1ccnc1	-2	-1	18	1	20	-2	0	-1.8	8
Cc1nc2ccc(NC(=S)NC3CC3)cc2nc1C	1	1	3	-2	28	-9	1	-0.2	7
Cc1cccc(NC(=O)NCCN2C(=O)C3C4C=CC(C4)C3C2=O)c1 (configuration not stated)	-2	7	0	-3	4	-1	-4	4.0	-2
O=C(NCc1ccccn1)C1CCN(S(=O)(=O)c2cnc[nH]2)CC1	-9	4	7	1	0	-12	0	-1.3	1
CCCc1nnc(NC(=O)c2cccs2)s1	-1	-4	0	2	13	0	-4	-0.8	-9
Cc1ccc(C)c(N2CCN(CCCNC(=O)CCC(=O)N3CCOc4ccc(Cl)cc43)CC2)c1	2	-2	15	-3	-2	2	-2	1.2	x
O=C(COC(=O)c1cc(Cl)cc(Cl)c1)NCc1ccco1	x	-14	-7	x	-1	x	x	x	5
COc1cccc(/C=C/C(=O)OCC(=O)NCCC2=CCCCC2)c1	-1	-1	13	-2	2	-4	1	3.4	46*
CC(C)N1C(=O)c2ccccc2C1C(=O)NC1CCCCCC1 (configuration not stated)	1	-2	1	-2	0	-1	-4	3.8	-3
O=C(c1c(F)cccc1F)N1CCN(c2cccc(C(F)(F)F)c2)CC1	-2	2	-6	-1	-6	-2	8	5.8	6
CCCc1nnc(NC(=O)CCC(=O)Nc2ccc(Cl)cc2)s1	-3	-1	-1	2	3	-5	4	0.5	1
COc1ccc(NS(=O)(=O)c2cc(NC(=O)CCSc3ccccc3)ccc2OC)cc1	-1	1	4	1	3	-4	0	2.8	-12
Oc1ccc(-c2nccc(-c3cccs3)n2)cc1	-1	-5	1	-5	70*	-5	-4	1.3	4
COC(=O)CC1C(=O)NC(C)=C1C(=O)OC (configuration not stated)	-1	3	-3	-3	-2	-1	1	-0.7	x
CC(C)CN(C(=O)CC(C)c1ccccc1)c1c(N)n(Cc2ccccc2)c(=O)[nH]c1=O (configuration not stated)	-4	0	1	-2	0	-6	-2	0.5	6
O=S(=O)(Nc1ccc(N2CCOCC2)cc1)c1ccc(Cl)s1	1	4	-2	0	1	-2	-3	3.3	-1
CCc1nnc(N/N=C/c2c(F)cccc2Cl)n1N	2	-13	-5	1	14	-8	1	-0.3	0
CCOc1ccccc1C(=O)NCC(=O)OCC(=O)N1CCCC1	x	1	0	x	-1	x	x	x	5
CS(=O)(=O)ON=C1CCN(S(=O)(=O)c2ccccc2)CC1	-2	-4	-13	-2	-3	0	5	1.4	0
O=C(Cc1ccc(-c2ccccc2)cc1)Nc1ncccc1O	-1	4	-6	3	6	23	1	-1.8	32*
Cc1cc(C)c2ccc(N)nc2c1O	-4	-4	2	-4	36	-18	-6	2.2	-1
Nc1n[nH]c(-c2ccc([N+](=O)[O-])cc2[N+](=O)[O-])n1	1	4	5	-2	15	0	-2	0.8	5
CCCN(CCC)CCCNC(=O)c1ccc2c(c1)N(CC)C(=O)c1ccccc1S2=O (configuration not stated)	2	-1	11	8	7	-5	1	0.5	-13
CC(C)(C)c1ccc(-c2nc(C=O)c3ccccn23)cc1	3	-2	9	0	17	9	2	1.3	-1
O=C(NCc1ccc(N2CCCC2=O)cc1)c1cn(Cc2ccccc2)nn1	0	-5	8	-1	-1	-7	-2	-0.3	-2
CCC1(C)NC(=O)N(CC(=O)N2CCN(c3cccc(Cl)c3)CC2)C1=O (configuration not stated)	x	4	3	x	-1	x	-4	2.6	0
CN(Cc1cccc(F)c1)C(=O)c1cccc(S(=O)(=O)N2CCN(Cc3ccccc3)CC2)c1	-1	1	9	0	2	7	0	3.2	0
Cc1ccc(OCc2nc(C#N)c(N3CCN(Cc4ccccc4)CC3)o2)cc1	-1	-5	5	1	4	-1	1	0.5	9
C/C(=N\NC(=O)c1nc2ccccn2c1C)c1cc2ccccc2o1	2	-37	-38	1	14	-2	5	-3.5	6
NS(=O)(=O)c1cc2c(cc1Cl)NCNS2(=O)=O	2	7	0	0	0	8	-3	1.6	-6
O=C(COC(=O)c1ccc(Cl)c(S(=O)(=O)N2CCCC2)c1)NCc1ccccc1	x	0	9	x	-2	x	x	x	29
CCN(CC)C(=O)c1[nH]cnc1C(=O)NCC(=O)OC(C)(C)C	-3	3	0	-2	-1	6	-4	-0.8	7
O=C1NCCN(Cc2ccoc2)C1CC(=O)N(CCO)Cc1ccccc1 (configuration not stated)	-7	13	7	-3	-1	1	-6	1.0	-2
